OXTR ag = human OXTR agonists, primary screen, fluorescence, CHO-OTR cells, Fluo-8 calcium | Oxytocin receptor (Homo sapiens), P30559 | Fluo-8 calcium fluorescence; normalized: DMSO 0%, oxytocin 100% | activation, % at 3 µM | 320,000 tested, 0.32% active | AID 2435, 2010;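 active means activation above the mean of all tested compounds plus 3 SD, cutoff set per screening run, cut at about 20% in these data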;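 further: peak over basal fluorescence ratio from a 100 s FLIPR kinetic read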
Target sequence (P30559 whole entry, looked up): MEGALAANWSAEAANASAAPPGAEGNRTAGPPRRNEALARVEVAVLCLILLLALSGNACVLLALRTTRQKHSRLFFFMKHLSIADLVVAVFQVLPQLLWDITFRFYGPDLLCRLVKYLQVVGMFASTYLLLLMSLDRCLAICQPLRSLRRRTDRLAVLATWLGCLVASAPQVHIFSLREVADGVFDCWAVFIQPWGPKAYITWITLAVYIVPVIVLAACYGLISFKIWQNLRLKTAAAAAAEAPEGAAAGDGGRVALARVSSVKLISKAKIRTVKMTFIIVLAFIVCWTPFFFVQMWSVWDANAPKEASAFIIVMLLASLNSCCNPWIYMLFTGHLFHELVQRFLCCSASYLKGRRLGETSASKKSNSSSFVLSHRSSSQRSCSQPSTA
The depositor's hits bear a star.

SMILES | OXTR ag
COC(=O)C(OC(=O)c1ccccc1)C(C)Br (stereo not given) | 0.3
O=C(NCC(=O)N1CCN(C(=O)c2ccccc2)CC1)c1ccc(Cl)cc1Cl | -0.2
Cn1c(SCC(=O)NCC2CCCO2)nnc1-c1ccco1 (stereo not given) | -0.2
CCc1ccc(OCC(=O)OC(C)C(=O)Nc2ccc(Cl)cn2)cc1 (stereo not given) | 0.2
O=C(Nc1cc(Cl)ncn1)c1ccccc1 | -0.3
COc1ccc(CC(=O)OCC(=O)c2c(N)n(C)c(=O)n(C)c2=O)cc1OC | 3.2
COc1ccc(C2=Nn3c(nnc3-c3ccccc3Cl)SC2)cc1OC1CCCC1 | -0.8
O=C(CN1CCN(c2ccc(F)cc2)CC1)N(C1CCCC1)C1CCS(=O)(=O)C1 (stereo not given) | 0.2
CCOC(=O)c1ccccc1NC(=O)c1cn(CC)c2nc(C)ccc2c1=O | -0.2
C[C@H](CO)N1C[C@H](C)[C@@H](CN(C)S(=O)(=O)c2ccc(Cl)cc2)Oc2ccc(NS(=O)(=O)c3ccccc3)cc2CC1=O | 0.8
O=C(NCCCN1CCOCC1)c1cc(S(=O)(=O)N2CCN(c3ccccc3)CC2)ccc1Cl | -2.2
C=CC[C@@H](CC(=O)N[C@@H](CO)Cc1ccccc1)C(=O)N[C@@H](COC(=O)[C@H](CC=C)CC(=O)OC(C)(C)C)Cc1c[nH]c2ccccc12 | -0.1
COc1ccc(N2CC(C(=O)Nc3c(C(N)=O)oc4ccccc34)CC2=O)cc1 (stereo not given) | 0.1
CCOc1ccc(NC(=O)CN(c2ccc(OC)cc2)S(=O)(=O)c2cccs2)cc1 | -1.9
CC(NC(=S)NC(=O)c1ccccc1)c1ccccc1 (stereo not given) | -1.9
O=C(NCC(c1ccco1)N1CCCCC1)c1ccc(S(=O)(=O)Nc2ccccc2)cc1 (stereo not given) | 5.6
CC(=O)Nc1ccc(SCCN2CC[C@@H](C)CCC2=O)cc1 | 1.0
C=CC[C@@H](CC(=O)N[C@H](CO)Cc1ccccc1)C(=O)N[C@H](COC(=O)[C@@H](CC=C)Cc1ccc(F)cc1)C(C)(C)C | -0.2
CC12CCC(=O)N1C(C(=O)NNC(=O)COc1ccc(Br)cc1)CS2 (stereo not given) | -1.4
COc1cc2cc(-c3ccc(OC)c(OC)c3C)nc(N)c2cc1OC | 0.2
O=CN1c2ccccc2CSc2ccccc21 | -1.7
Cc1ccc(S(=O)(=O)N(C)C)cc1NC(=O)COC(=O)CC1CCCC1 | -0.3
O=C(CNC(=O)c1ccc(OC(F)F)cc1)NCC1(N2CCOCC2)CCCCC1 | -0.4
Cc1sc2ncnc(N3CCC(C(=O)NNC(=O)COc4ccccc4F)CC3)c2c1C | 6.5
CN(CC(=O)Nc1ccccc1C(=O)NC1CC1)Cc1ccc(Cl)cc1 | -1.4

(list continues)
SMILES | OXTR ag
Cc1cccc(OC(C)C(=O)OCC(=O)N2CCN(c3ccccc3)CC2)c1 (stereo not given) | 0.5
O=C(COC(=O)/C=C/c1cccc(Cl)c1)NC1CC1 | 1.0
CN(Cc1ccc(F)cc1)C(=O)c1ccc(NC(=O)CC2SC(N3CCCC3)=NC2=O)cc1 (stereo not given) | 0.9
Cc1ccc(-c2nc(SCC(=O)c3c(N)n(C4CC4)c(=O)[nH]c3=O)n[nH]2)cc1 | 0.6
Cc1ccccc1C(=O)Nc1cc(C(F)(F)F)ccc1-n1cncn1 | -1.4
O=C(CSc1nc2ccccc2c(=O)n1-c1ccccc1Cl)NCC1CCCO1 (stereo not given) | 0.1
COc1ccc(CCN2CC(C(=O)Nc3ccccc3F)CC2=O)cc1OC (stereo not given) | 0.3
COc1ccccc1S(=O)(=O)Nc1cccc(S(=O)(=O)N2CCCC2)c1 | 3.5
C(=C\n1nnc2ccccc21)/c1ccccn1 | -1.1
Nn1c(SCC(=O)Nc2ccccc2)nnc1C1CCCCC1 | -1.2
COC(=O)c1ccc(CNC(=O)COC(=O)/C=C/c2ccc(O)c(OC)c2)cc1 | 3.5
C[C@H]1CN([C@@H](C)CO)C(=O)c2cc(NC(=O)C3CCCCC3)ccc2O[C@H]1CN(C)S(=O)(=O)c1ccccc1 | -0.7
Cc1cccc(C(C)C)c1NC(=O)COC(=O)CN1C(=O)C2CC=CCC2C1=O (stereo not given) | 0.2
CN(CC(=O)Nc1cccc(F)c1)C(=O)/C=C/c1cn(Cc2ccccc2)nc1-c1cccnc1 | -1.3
O=C(NC(=S)Nn1cnnc1)c1ccccc1 | -0.6
Cc1ccc(/C=C/C(=O)OCC(=O)NCCc2ccc(S(N)(=O)=O)cc2)o1 | 2.2
Cc1ccc(C(=O)OCC(=O)NC2CCCc3ccccc32)o1 (stereo not given) | 3.0
CSc1nccc(Oc2ccccc2Cl)n1 | -3.5
Cc1cc(C)n2nc(SC(C)C(=O)N3CC(C)OC(C)C3)nc2n1 (stereo not given) | 1.0
CCCCn1c(N)c(N(CCOC)C(=O)CSCc2cccc(C)c2)c(=O)[nH]c1=O | -0.2
Cc1ccc(-c2cc(C(=O)N3CCCC(C(F)(F)F)C3)c3ccccc3n2)o1 (stereo not given) | -2.9
CCN(Cc1ccc(N(C)C)cc1)C(C)C(=O)Nc1ccc(S(=O)(=O)N2CCCC2)cc1 (stereo not given) | -0.8
Cc1ccc(SCC(=O)OC(C)C(=O)NCc2ccccc2)cc1 (stereo not given) | -2.8
O=C(CSc1nc(=O)n2ccccc2n1)NCc1ccc2c(c1)OCO2 | 0.3
O=C(CCN=C1NS(=O)(=O)c2ccccc21)Nc1ccc(F)cc1Cl | -1.2

Next records follow:
SMILES | OXTR ag
COc1ccc(S(=O)(=O)N2CCCCC2)cc1NC(=O)C1CC(=O)N(Cc2ccccc2)C1 (stereo not given) | -0.6
CCOC(=O)c1nc2c(=O)n(C)c(=O)n(C)c2n(C)c1=O | 1.3
O=C(COc1ccccc1F)Nc1ccc2[nH]c(=O)[nH]c2c1 | 0.1
Cn1nnnc1Sc1ncnc2scc(-c3ccc(C(F)(F)F)cc3)c12 | -0.4
CCN(CC(=O)Nc1ccc(Br)cc1F)CC(=O)NC1CCS(=O)(=O)C1 (stereo not given) | 0.3
Cc1ccc(NC(=O)CSc2nc(=O)n(CCCN3CCOCC3)c3c2CCCC3)cc1F | -0.3
Cc1ccc(C(=O)NCC(=O)OCCCOC(=O)CNC(=O)c2ccc(C)c(C)c2)cc1C | 1.3
CCCCCN(C(=O)CCC(=O)OCc1ccc(C(C)C)cc1)c1c(N)n(CCCC)c(=O)[nH]c1=O | -0.4
COc1ccc(CN(C)C(=O)CCN=C2NS(=O)(=O)c3ccccc32)c(OC)c1 | -0.1
COc1cc(CC(=O)N2CCN(S(=O)(=O)c3ccc(C)cc3)CC2)cc(OC)c1OC | 1.4
O=C(CN1C(=O)C2CCCCC2C1=O)OCC(=O)c1ccc(F)cc1 (stereo not given) | 0.2
CC1CCCC(NC(=O)c2ccc3c(c2)OCO3)C1C (stereo not given) | -2.3
CC1CCC2(CC1)NC(=O)N(CC(=O)N1CCN(S(=O)(=O)c3ccc4c(c3)CCC4)CC1)C2=O (stereo not given) | -0.3
O=S(=O)(Nc1ccc2nc(N3CCOCC3)sc2c1)c1ccc(Cl)cc1 | 3.4
CC(C)CN(C(=O)c1ccc(Br)o1)C1CCS(=O)(=O)C1 (stereo not given) | -1.2
Cc1nc2nc(-c3ccccc3)nn2c(C)c1C | 0.5
CCC(C)(C)C1CCC2(CC1)NC(=O)N(CC(=O)NCCCc1ccccc1)C2=O (stereo not given) | -2.2
COc1ccccc1C(C)NC(=O)c1ccccc1SCC(=O)N1CCCC1 (stereo not given) | -2.0
Cc1ccc(C)c(S(=O)(=O)N2CCN(C(=O)c3ccc4ccccc4n3)CC2)c1 | -0.9
CCCN(C(=O)COC(=O)CCOc1ccc(C)cc1)c1c(N)n(Cc2ccccc2)c(=O)[nH]c1=O | -0.3
Cc1ccc(Sc2ccc(NC(=O)CCN3C(=O)NC4(CCCC4)C3=O)cc2)c(C)c1 | 2.3
O=C(NCCc1ccco1)C(=O)NCC1CCCN1S(=O)(=O)c1ccccc1 (stereo not given) | -0.4
COc1cc(OC)c2ccc(=O)oc2c1 | -0.4
O=C(Nc1ccccc1F)c1cc(-c2ccco2)nc2ccccc12 | -0.7
O=C1CC2CCCN2C=C1I (stereo not given) | 1.0

(cont.)
SMILES | OXTR ag
O=C(c1ccc(F)cc1Cl)N(Cc1ccco1)C1CCS(=O)(=O)C1 (stereo not given) | 0.8
CCCOc1ccccc1OCC(=O)Nc1cc(Cl)ccc1-n1cncn1 | -1.0
CN1CCC[C@@H]1CCNC(=O)c1c(-c2ccc3c(c2)OCO3)noc1-c1ccsc1 | 2.5
O=C(NCCCn1ccnc1)C1CCN(S(=O)(=O)c2cc([N+](=O)[O-])ccc2Cl)CC1 | 2.4
CC(=O)N1CCN(CC(=O)Nc2cccc(S(=O)(=O)N3CCCCC3)c2)CC1 | 1.5
Cc1ccc(NC(=O)C(C)OC(=O)Cc2c[nH]c3ccccc23)cc1 (stereo not given) | -0.4
COCC(C)n1c(SCC(=O)NC2CCCCC2C)nc2ccccc2c1=O (stereo not given) | -2.2
O=C(COC(=O)CNC(=O)c1ccccc1Cl)Nc1ccccc1Cl | 0.6
Cc1ccc(S(=O)(=O)NCC(=O)NCC2COc3ccccc3O2)cc1C (stereo not given) | -1.2
COc1ccc(NC(=O)CSc2nc3[nH]ncc3c(=O)[nH]2)cc1OC | 0.9
O=C(Nc1nc(-c2ccccn2)cs1)c1cccc(S(=O)(=O)N2CCOCC2)c1 | 2.1
O=C(COC(=O)C1CCN(c2ccc(C(F)(F)F)cn2)CC1)c1ccc(F)cc1 | 1.4
O=C(COC(=O)COc1ccc(Br)cc1)Nc1ccc2c(c1)OCCO2 | 3.3
Cn1cncc1C#Cc1c(C=O)[nH]c2ccccc12 | -1.8
CC1CN(C(=O)COC(=O)/C=C/c2ccc(C(F)(F)F)cc2)CC(C)O1 (stereo not given) | 2.0
Cc1ccc(-c2cc(C(=O)N3CCOCC3)c3ccccc3n2)o1 | 1.1
COc1ccc(CC(=O)OCC(=O)N2CCCc3ccccc32)cc1OC | 1.2
CCc1ccccc1NC(=O)CNC(=O)CSC(=S)N1CCCC1 | -1.0
COc1ccc(S(=O)(=O)NCCOc2ccc(Cl)cc2)cc1 | 4.4
N#Cc1ccccc1Sc1ccccc1C(=O)NCC(c1ccco1)N1CCCCC1 (stereo not given) | -1.3
S=C(NC1CC1)SCc1ccco1 | -1.1
O=C(CN1CCN(c2ccc(O)cc2)CC1)N(C1CC1)C1CCS(=O)(=O)C1 (stereo not given) | 0.7
CCN(CC(=O)Nc1c(F)cccc1F)C(=O)Cc1ccc2c(c1)CCC2 | -1.5
COc1ccc2oc(C(=O)OC(C)C(=O)Nc3ccc(N4CCOCC4)cc3)c(C)c2c1 (stereo not given) | -1.1
CCN(CC(=O)Nc1ccc(NC(C)=O)cc1)C(=O)c1cc2c(s1)CCCCC2 | 0.0

Other entries follow.
SMILES | OXTR ag
COc1ccc(C(C)(C)C)cc1NC(=O)COC(=O)c1nc2nccc(C)n2n1 | 0.1
Cc1ccc2nc(SCC(=O)NC3CCCCC3)nc(=O)n2c1 | -0.2
COc1ccc(/C=C(/C(=O)N2CCCCC2C(=O)O)c2ccc(OC)c(OC)c2)cc1 (stereo not given) | -0.3
Cc1noc(C)c1NC(=O)N(C)C[C@H]1Oc2ccc(NC(=O)NC3CCCCC3)cc2C(=O)N([C@H](C)CO)C[C@@H]1C | 2.1
CCCN(C(=O)COC(=O)CSc1ccc([N+](=O)[O-])cc1)C1CCS(=O)(=O)C1 (stereo not given) | 1.0
O=C(CCNC(=O)c1ccccc1Cl)NN=Cc1ccccc1[N+](=O)[O-] | -1.0
Cc1n[nH]c(=O)c2c(NC(=O)CSc3nn(-c4ccccc4)c(=S)s3)oc(C)c12 | -1.4
CN(c1ccccc1)S(=O)(=O)c1cccc(NC(=O)CCNC(=O)c2ccc([N+](=O)[O-])cc2)c1 | 7.4
CCN(CC)c1ccc(NC(=O)c2ccc(=O)[nH]c2)cc1S(=O)(=O)Nc1ccc(OC)cc1 | -1.3
COc1ccc(CCNC(=O)COC(=O)c2ccc(F)c(S(=O)(=O)N3CCOCC3)c2)cc1 | 0.8

Only part of the results is shown (hit frequency here may not be typical).
